Source: PubChem (several laboratories)
RGS4 act: potentiators or activators of RGS4; HEK293 M3R/inducible RGS4, carbachol calcium flux Fluo4; active compounds read low; B-score at 10 µM; actives 0.92% (n = 310,000); AID 463111;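 active means B-score of the integrated calcium signal more than 4 SD below the library mean, with starting fluorescence not abnormally high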;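 further: negative B-score means reduced calcium response which marks RGS4 activation or potentiation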
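System: HEK293 FlpIn-TREx cells, stable M3R, doxycycline-inducible RGS4. Timing: overnight RGS4 induction, 30 min dye load 37 °C, 20 min compound RT. Also added: carbachol, ECmax concentration. Measured by: Fluo4 fluorescence kinetic imaging of calcium. Evaluation: integrated calcium ratio converted to B score.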
Dyrk1A ADPGlo: Dyrk1A (rat) kinase inhibition. Q63470. ADP-Glo luminescence, NFATc1 peptide. inhibition, % at 12.5 µM. actives 0.43% (n = 310,000). AID 504441; in the data active means inhibition above about 50%;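 further: plate controls were vehicle with enzyme for no effect and no enzyme for full effect; many of its hits are not listed in these tables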
KCNK9 inh: human KCNK9 channel inhibition; Q9NPC2; actives 1.2% (n = 310,000); AID 488922; HEK293 KCNK9, FluxOR thallium flux fluorescence; active compounds read low; B-score at 10 µM;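 active means ratio B-score over 3 SD below the library mean, with starting fluorescence within 5 SD of its mean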;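 further: negative B-score means less thallium flux so channel inhibition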
Target sequence (Q9NPC2 whole entry, looked up): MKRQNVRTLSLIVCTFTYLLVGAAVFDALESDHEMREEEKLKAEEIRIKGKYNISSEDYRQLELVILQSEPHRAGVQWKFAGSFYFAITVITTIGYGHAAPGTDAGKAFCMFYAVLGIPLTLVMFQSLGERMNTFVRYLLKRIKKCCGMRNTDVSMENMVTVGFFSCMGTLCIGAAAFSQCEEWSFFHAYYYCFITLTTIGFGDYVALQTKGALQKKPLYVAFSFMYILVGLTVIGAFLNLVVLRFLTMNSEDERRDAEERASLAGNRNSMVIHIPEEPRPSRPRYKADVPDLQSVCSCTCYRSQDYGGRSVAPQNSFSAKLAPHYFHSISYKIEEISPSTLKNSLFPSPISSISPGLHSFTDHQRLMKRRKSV
RGS4 inh: human RGS4 inhibition. P49798. HEK293 M3R/RGS4 inducible, Fluo-4 calcium flux; active compounds read high; triggered by carbachol at its EC20. B-score at 10 µM. actives 0.45% (n = 310,000);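 active means B-score, a plate-corrected calcium signal, over three deviations above library mean, with baseline fluorescence within five deviations of library mean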;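 further: RGS4 expression induced by doxycycline in cells with stable M3 receptor; B-score is computed from the integrated fluorescence ratio over baseline after carbachol; higher B-score means a larger calcium signal and so more RGS4 inhibition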
Target sequence (P49798 whole entry, looked up): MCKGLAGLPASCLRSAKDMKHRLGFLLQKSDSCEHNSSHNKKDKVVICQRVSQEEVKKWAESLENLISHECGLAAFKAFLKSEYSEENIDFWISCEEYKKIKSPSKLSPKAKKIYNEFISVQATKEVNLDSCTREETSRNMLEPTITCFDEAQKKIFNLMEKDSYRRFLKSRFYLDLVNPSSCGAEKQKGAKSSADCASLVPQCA
KCNQ1 block: human KCNQ1 channel inhibition; B-score at 10 µM; actives 1.3% (n = 310,000); AID 2642; CHO-K1 KCNQ1, FluxOR thallium flux fluorescence; active compounds read high;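 active means compounds whose thallium flux B-score, printed positive for inhibition, exceeds three library SD while starting fluorescence stays within three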;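 further: channel opened by potassium depolarization with thallium stimulus after 20 min compound exposure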
GSK3A inh: blocks human GSK-3 alpha kinase. P49840. ADP-Glo luminescence, 60 min. inhibition, % at 10 µM. actives 0.1% (n = 320,000);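 in the data active means inhibition above about 50%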;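 further: GST-tagged GSK-3 alpha with peptide substrate and 25 µM ATP; 0% = DMSO neutral wells and 100% = GW8510 positive control wells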
hERG rescue: shields human hERG channel from block by proarrhythmic agents | CHO-hERG, FluxOR thallium flux, dofetilide IC70 present | activation (rescue from dofetilide block), less the hit threshold, % at 10 µM | actives 0.51% (n = 310,000) | Q12809;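 active means activation above the mean of controls blocked by dofetilide plus 5 SD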;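 further: thallium influx through hERG after potassium depolarization seen as dye fluorescence rise; in these data hits start at about 4.7%; inactives centre near -7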
KCNK3 inh: human KCNK3 channel inhibition, primary screen | O14649 | CHO-KCNK3 thallium flux, FluxOR fluorescence; active compounds read low | B-score at 10 µM | actives 0.84% (n = 340,000) | AID 602410;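 active means B-score under library mean minus 4 SD, starting fluorescence ratio at most library mean plus 5 SD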;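 further: more negative B-score means stronger inhibition of thallium flux through KCNK3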
KCNQ1 pot: potentiates or activates the human KCNQ1 potassium channel; P51787; CHO-K1 KCNQ1, thallium flux FluxOR fluorescence; active compounds read high; B-score at 10 µM; actives 0.35% (n = 310,000);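 active means fluorescence ratio B-score, a plate-corrected score, at least three library SD, with initial intensity B-score within 5 SD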
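Assay system: stable KCNQ1 CHO-K1 line; medium: assay buffer, equal DMSO in all wells; timing: 90 min dye loading and 20 min compound exposure, both at room temperature; technique: kinetic FluxOR thallium fluorescence, 10-s 1-Hz baseline, 110-s post-stimulus read; read-out basis: B score of baseline-normalized fluorescence ratio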
GSK3beta inhib: inhibitors of human GSK3beta kinase; P49841; GST-GSK3beta kinase, ADP-Glo luminescence, 60 min; active compounds read low; activity score (negative = inhibition), % at 10 µM; actives 0.038% (n = 300,000); AID 2097;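 active means more than half of replicate wells score below -50%, meaning over 50% inhibition versus plate controls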;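 further: 0% = median DMSO wells and -100% = median GW8510 positive control wells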
Target sequence (P49841 whole entry, looked up): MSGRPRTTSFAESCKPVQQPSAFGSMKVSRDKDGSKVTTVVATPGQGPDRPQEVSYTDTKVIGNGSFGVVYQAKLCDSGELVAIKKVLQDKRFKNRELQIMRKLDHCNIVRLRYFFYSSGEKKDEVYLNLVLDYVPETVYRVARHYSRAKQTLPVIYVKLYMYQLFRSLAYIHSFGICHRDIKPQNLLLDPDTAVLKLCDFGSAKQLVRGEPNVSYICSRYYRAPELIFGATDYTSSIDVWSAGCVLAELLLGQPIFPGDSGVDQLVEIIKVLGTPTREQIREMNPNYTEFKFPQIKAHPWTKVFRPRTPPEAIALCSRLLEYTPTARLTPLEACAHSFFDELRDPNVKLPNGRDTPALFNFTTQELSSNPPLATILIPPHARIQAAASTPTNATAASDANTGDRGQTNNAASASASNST
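Test system: GST-tagged human GSK3beta kinase, cell-free; evaluation: activity score scaled between in-plate DMSO and GW8510 controls; measured by: ADP-Glo luminescence; incubation: 60 min reaction, RT; benchmarks: DMSO and 20 µM GW8510; reagent: peptide substrate plus 25 µM ATP (final); medium: Tris/MgCl2 kinase buffer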
PolyA inhibitor: inhibitors of polyadenylation in S. cerevisiae; S. cerevisiae SKY197-pL101 polyadenylation reporter, beta-gal luminescence; efflux-impaired pdr1/pdr3 knockout yeast; score 100 = 6 SD above DMSO; AID 1875; calls only at 12 µM; actives 0.02% (n = 300,000);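 active means lowest replicate activity score at least 50, where 100 means six control SD above control mean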;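 further: yeast exposed to compound for 9 h at 30 °C; higher score means more reporter readthrough which indicates perturbed polyadenylation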
* marks the source's active call; other numbers are inactive results; i = inactive; / = not tested or not shown. Not all compounds are listed; count on the stated rates, not on these rows.

SMILES | RGS4 act | Dyrk1A ADPGlo | KCNK9 inh | RGS4 inh | KCNQ1 block | GSK3A inh | hERG rescue | KCNK3 inh | KCNQ1 pot | GSK3beta inhib | PolyA inhibitor
COC(=O)CCC(=O)OC1(C)C(=O)C2=CN(CCc3c[nH]c4ccccc34)C(c3ccc(OC)cc3)=CC2=C(Br)C1=O (stereo not drawn) | i | -3 | i | i | i | 0 | -3 | i | i | -4 | i
CCOC(=O)c1ccc(NC(=O)c2nc[nH]c2C(=O)NCC(=O)OC(C)(C)C)cc1 | i | 1 | i | i | i | -3 | -13 | i | i | 0 | i
Cc1ccc(NC(=O)CCCNC(=O)c2ccc(Cl)cc2)c(O)c1 | i | -6 | i | i | i | -2 | -6 | i | i | 2 | i
Cc1ccc(-n2c(=S)[nH]c3sc4c(c3c2=O)CCC4)cc1 | i | 4 | i | i | i | -2 | -2 | i | 8* | 0 | i
CCn1c(CCCOc2ccc(Cl)cc2Cl)nnc1SCC(=O)Nc1cccc(F)c1 | i | -4 | i | i | i | 0 | -1 | i | i | 3 | /
CC(C)(C)c1ccc(C(=O)NNC(=O)CCc2ccccc2)cc1 | i | / | i | i | i | -2 | -4 | i | i | 2 | i
COc1ccc(C(=O)C2CCCN(S(=O)(=O)c3ccc(C(C)=O)cc3)C2)c(C)c1 (stereo not drawn) | i | -2 | i | i | i | -1 | -8 | -10* | i | -2 | i
CCOC(=O)Cc1csc(NC(=O)c2ccc(Br)cc2)n1 | i | 9 | i | i | i | -5 | -15 | i | i | 2 | i
Cc1cc(NC(=O)CSc2ccccn2)no1 | i | 2 | i | i | i | -1 | -19 | i | i | -3 | /
CCOC(=O)c1cn[nH]c1NC(=S)Nc1ccccc1 | i | -7 | i | i | i | -4 | -9 | i | i | -2 | i
Cc1cccc(/C=C/c2onc(C)c2S(=O)(=O)N2CCC(C(=O)NC(C)(C)C)CC2)c1 | i | -1 | i | i | i | -2 | -9 | i | i | 2 | i
COc1ccc(S(=O)(=O)NC(CC(=O)NCc2ccco2)c2ccco2)cc1 (stereo not drawn) | i | 1 | i | i | i | 0 | -10 | i | i | -5 | i
Cc1[nH]n(-c2ccccc2)c(=O)c1C=Nc1ccc(S(=O)(=O)NC(N)=O)cc1 | i | 9 | i | i | i | 1 | -7 | i | i | 1 | i
Cc1ccc(Oc2ccc(Cl)cc2N)cc1 | i | -2 | i | i | i | -2 | -6 | i | i | 2 | i
COC(=O)NNC(=O)COc1cc(C)c(Br)cc1C(C)C | i | 2 | i | i | i | 1 | -10 | i | i | -2 | i
CN1C2CCC1/C(=C\c1ccc(F)cc1)C(=O)/C2=C/c1ccc(F)cc1 | i | 5 | i | i | i | -1 | -4 | i | i | 0 | i
O=C(NCc1ccc2c(c1)OCO2)c1ccc(CS(=O)(=O)Cc2cccc(Cl)c2)o1 | i | 3 | i | i | i | -2 | -3 | i | i | -23 | i
CCOc1ccc(/C=N/NC(=O)Cn2ccnc2C)cc1 | i | / | i | i | i | -4 | -8 | i | i | 2 | i
O=C(COC(=O)CSc1ccc([N+](=O)[O-])cc1)NCC1CCCO1 (stereo not drawn) | i | 2 | i | i | i | / | -4 | i | i | 4 | i
O=c1[nH]c(N2CCOCC2)nc2ccccc12 | i | 1 | i | i | i | 3 | -9 | i | i | -2 | i
CC(C)CNC(=O)CN(C1CCCCC1)S(C)(=O)=O | i | 19 | i | i | i | -1 | 1 | i | i | -3 | i
COc1cc(NC(=O)c2ccc([N+](=O)[O-])o2)ccc1NC(=O)c1cccs1 | i | 0 | i | i | i | -1 | -19 | i | i | 3 | i
COc1ccccc1NC(=O)CSc1nc2ccccc2nc1N1CC(C)OC(C)C1 (stereo not drawn) | i | 1 | i | i | 8* | 0 | -12 | i | i | 0 | i
CCOC(=O)c1cc(CC)sc1/N=C/c1c(O)ccc2ccccc12 | i | -4 | i | i | i | -1 | -11 | i | i | -7 | i
O=C(Cc1ccc(Cl)c(Cl)c1)Nc1ccccc1N1CCOCC1 | i | 1 | i | i | i | -2 | -9 | i | i | 1 | i
COC(=O)c1ccc(N2CCN(C(=O)c3ccccc3)CC2)c(NC(C)=O)c1 | i | 0 | i | i | i | / | -2 | i | i | 1 | i
CCC(=O)Nc1ccc2nc(C3CC3)n(Cc3ccccc3)c(=O)c2c1 | i | -7 | i | i | i | 0 | 0 | i | i | -1 | i
CC(=O)Nc1ccccc1NC(=O)c1ccc(C)cc1C | i | -3 | i | i | i | 0 | -6 | i | i | 0 | i
CC[C@@H](C)CN1C(=O)N[C@@H](c2ccccc2)C(C(C)=O)=C1C | i | 4 | i | i | i | -2 | -4 | i | i | -2 | i
S=C1Cc2ccccc2C(c2ccc(Cl)cc2)N1 (stereo not drawn) | i | 0 | i | i | i | 0 | -2 | i | i | -5 | i
Cc1c(Cl)ccc2c1NC(=O)[C@]21N[C@@H](Cc2ccccc2)[C@H]2C(=O)N(c3ccc(F)cc3)C(=O)[C@H]21 | i | 7 | i | 4.9* | i | 1 | -8 | i | i | 0 | i
COc1cccc(C(=O)N2CCN(S(=O)(=O)Cc3ccccc3)CC2)c1 | i | -6 | i | i | i | 1 | 3 | i | i | 1 | i
O=C(COC(=O)CCc1c[nH]c2ccccc12)NCc1ccc2c(c1)OCO2 | i | 3 | i | i | i | -1 | -2 | i | i | -3 | i
CCC(C)NC(=O)c1c(N)n(/N=C/c2ccccn2)c2nc3ccccc3nc12 (stereo not drawn) | i | -6 | i | i | i | / | -10 | i | i | 1 | i
CC1(C)C(=O)NCCN1C(=O)CC1C(=O)NCCN1Cc1cccc(C(F)(F)F)c1 (stereo not drawn) | i | -2 | i | i | i | / | -12 | i | i | -3 | i
CN(C)c1nc(Oc2ccc(=O)[nH]n2)nc(N2CCOCC2)n1 | i | 2 | i | i | i | 0 | -3 | i | i | 1 | i
CCOC(=O)/C=c1\s/c(=C(\C#N)C(N)=O)n(-c2ccccc2)c1=O | i | -2 | i | i | i | 1 | -12 | i | i | -2 | i
O=C(Cn1cnc2c(cnn2-c2ccccc2)c1=O)NCc1ccccc1 | i | 3 | i | i | i | -2 | -9 | i | i | -3 | i
CCOC(=O)c1[nH]c2cc3c(cc2c1NC(=O)CN1CCCC1)OCO3 | i | 5 | i | i | i | 1 | -10 | i | i | -3 | i
C[C@H](NC(=O)OC(C)(C)C)C(=O)NCC1CCC(C(=O)O)CC1 (stereo partly drawn) | i | 2 | i | i | i | -1 | -8 | i | i | 1 | i
CCOc1ccc(NC(=O)CCn2c(=S)oc3ccccc32)cc1 | i | -3 | i | i | i | -3 | -4 | i | i | -24 | i
COc1ccccc1C(CNC(=O)c1cccc(NS(=O)(=O)c2ccc(C)c(F)c2)c1)N(C)C (stereo not drawn) | -8.4* | -4 | i | i | i | -3 | -17 | i | i | 2 | i
Cc1ccccc1N(CC(=O)NCc1ccco1)C(=O)CNS(=O)(=O)c1ccc(F)cc1 | i | -3 | i | i | i | 0 | -9 | i | i | 1 | i
COc1cc(C=O)ccc1OCCCCOc1ccccc1[N+](=O)[O-] | i | -4 | i | i | i | 0 | -18 | i | i | -3 | i
Cc1ccn2c(=O)nc(SCc3cccc(C(F)(F)F)c3)nc2c1 | i | 5 | i | i | i | 1 | -8 | i | i | 3 | i
NS(=O)(=O)c1ccc(CCNC(=O)c2ccccc2[N+](=O)[O-])cc1 | i | 2 | i | i | i | 0 | -3 | i | i | -5 | i
Cc1ccc2c(c1)N(CC(=O)N1CCOCC1)C(=O)C(C)O2 (stereo not drawn) | i | 14 | i | i | i | 0 | -1 | i | i | -2 | i
O=C(NCc1cccnc1)c1c(O)c2cccc3c2n(c1=O)CCC3 | i | 6 | i | i | i | -3 | -11 | i | i | 4 | i
CCOc1cccc(NC(=O)C2CCCN(S(=O)(=O)c3ccc(-n4cnnn4)cc3)C2)c1 (stereo not drawn) | i | 2 | i | i | i | -1 | -13 | i | i | -1 | i
OC1(CN2CCOCC2)C2CN3CCN(C2)CC1(c1ccccc1)C3 (stereo not drawn) | i | -8 | i | i | i | -1 | -15 | i | i | 3 | i
O=C(Oc1ccc2c(c1)OCC2=O)c1ccccc1 | i | -3 | i | i | i | 2 | -8 | i | i | 1 | i
CCOc1ccccc1/C=C/c1onc(C)c1S(=O)(=O)N1CCC(C(=O)NC)CC1 | i | 15 | i | i | i | -2 | -5 | i | i | 2 | i
O=[N+]([O-])c1cc(Cl)ccc1Sc1ccccn1 | i | / | i | i | i | 0 | -13 | i | i | -10 | i

Six compounds already listed, arranged by length of the SMILES, ascending.
SMILES | RGS4 act | Dyrk1A ADPGlo | KCNK9 inh | RGS4 inh | KCNQ1 block | GSK3A inh | hERG rescue | KCNK3 inh | KCNQ1 pot | GSK3beta inhib | PolyA inhibitor
O=[N+]([O-])c1cc(Cl)ccc1Sc1ccccn1 | i | / | i | i | i | 0 | -13 | i | i | -10 | i
CCOc1ccc(NC(=O)CCn2c(=S)oc3ccccc32)cc1 | i | -3 | i | i | i | -3 | -4 | i | i | -24 | i
COc1cc(C=O)ccc1OCCCCOc1ccccc1[N+](=O)[O-] | i | -4 | i | i | i | 0 | -18 | i | i | -3 | i
NS(=O)(=O)c1ccc(CCNC(=O)c2ccccc2[N+](=O)[O-])cc1 | i | 2 | i | i | i | 0 | -3 | i | i | -5 | i
Cc1ccccc1N(CC(=O)NCc1ccco1)C(=O)CNS(=O)(=O)c1ccc(F)cc1 | i | -3 | i | i | i | 0 | -9 | i | i | 1 | i
CCOc1cccc(NC(=O)C2CCCN(S(=O)(=O)c3ccc(-n4cnnn4)cc3)C2)c1 (stereo not drawn) | i | 2 | i | i | i | -1 | -13 | i | i | -1 | i
